MCL1-BIM inh – inhibitors of human MCL1 binding to BIM-BH3 peptide | GST-MCL1 / FITC-Bim-BH3 fluorescence polarization | inhibition, % at 10.9 µM | 0.68% of 320,000 active;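 active = inhibition above the mean inhibition of all tested compounds plus 3 SD, set per campaign, cut at about 40% in these data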;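 note: 0% = DMSO wells and 100% = unlabeled Bim-BH3 peptide control; higher means more loss of mP so more displacement of Bim peptide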
GRK2 inh – human GRK2 inhibition via aptamer displacement. 0.59% of 330,000 active. AID 488847. bead flow cytometry, FAM-aptamer displacement from GRK2. inhibition of aptamer binding, % at 10 µM. P25098;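 active = inhibition of aptamer binding above 40%, roughly 3 SD of noise, on plates passing a quality check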;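 note: median bead fluorescence of bound FAM aptamer so fluorescent compounds give negative values; no value below 0 was filed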
PME-1 primary – PME-1 (human) inhibition; Q9Y570; recombinant PME-1, FP-Rh probe fluorescence polarization; inhibition, % at 5.9 µM; 0.53% of 320,000 active;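 active = inhibition above the campaign mean of all compounds plus 3 SD, cut at about 26% in these data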;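 note: competitive labeling of PME-1 active site by serine hydrolase directed probe; 0% = PME-1 with DMSO and 100% = wells lacking PME-1 enzyme; inhibitors block probe labeling so polarization falls and inhibition rises; many of its hits are not listed in these tables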
MEX-5 binding – C. elegans MEX-5 TCR-2 RNA binding activity. Q9XUB2. MEX-5/FITC-TCR2 RNA binding, fluorescence polarization; hits give low values. activity score (negative = inhibition of binding), % at 10 µM. 0.38% of 300,000 active;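 active = inhibition past about -25% in most replicates, and total fluorescence under double the plate's negative control median, limit read from the data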;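 note: 0% = DMSO and -100% = 5 µM competing unlabeled TCR2 RNA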
Target sequence (Q9XUB2 whole entry, looked up): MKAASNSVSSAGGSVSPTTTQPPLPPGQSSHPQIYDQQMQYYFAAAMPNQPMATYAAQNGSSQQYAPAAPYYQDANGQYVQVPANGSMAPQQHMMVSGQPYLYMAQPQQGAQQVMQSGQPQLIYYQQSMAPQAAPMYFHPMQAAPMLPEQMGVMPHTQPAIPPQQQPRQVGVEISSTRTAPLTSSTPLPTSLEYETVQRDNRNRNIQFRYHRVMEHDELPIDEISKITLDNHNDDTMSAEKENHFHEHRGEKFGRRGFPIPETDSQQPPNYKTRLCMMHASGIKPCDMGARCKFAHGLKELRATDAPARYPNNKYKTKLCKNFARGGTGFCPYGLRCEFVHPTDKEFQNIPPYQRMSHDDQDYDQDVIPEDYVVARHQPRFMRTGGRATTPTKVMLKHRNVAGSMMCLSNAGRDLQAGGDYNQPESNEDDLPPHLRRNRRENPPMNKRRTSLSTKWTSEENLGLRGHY
BCLXL inh – Bcl-xL (human) inhibition. Q07817. GST-Bcl-xL / FITC-Bim BH3 peptide fluorescence polarization. inhibition, % at 10.9 µM. 0.7% of 320,000 active;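 active = inhibition above the mean of all tested compounds plus 3 SD, cutoff set per campaign, cut at about 30% in these data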;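 note: 0% = DMSO wells and 100% = unlabeled Bim-BH3 peptide competitor; inhibitors lower millipolarization by displacing the labeled peptide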
Fam108B counter – Fam108B inhibition, counter-screen for RBBP9 inhibitors; inhibition, % at 9.51 µM; 0.33% of 300,000 active; recombinant Fam108B, FP-Rh probe fluorescence polarization;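 active = inhibition above the screen mean inhibition plus 3 SD, computed separately per campaign, cut at about 18% in these data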;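 note: inhibitors lower polarization as less probe binds the enzyme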
Efflux pump mplx – inhibitors of Candida antifungal efflux pumps expressed in yeast; AID 485275; S. cerevisiae Candida pump triplex, Nile Red efflux; 0.44% of 330,000 active; inhibition, % at 10 µM;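 active = plate passing quality check with inhibition over a set limit, or well fluorescence over plate mean plus 4 SD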;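 note: Nile Red retained in pooled yeast measured as flow cytometry median fluorescence; 0% = buffer negative control and 100% = Enniatin B positive control; higher means more Nile Red kept so more efflux inhibition; some compounds called inactive have numbers as strong as hits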
VLA-4 inh – inhibition in a human VLA-4 binding assay; P13612; AID 2557; VLA-4 expressing cells, ligand binding flow cytometry; inhibition, % (about 7 µM as worked out from the volumes in the protocol); 0.2% of 330,000 active; in the data active = inhibition above about 50%
GLD-1 TGE inh – GLD-1-TGE RNA interaction inhibition (C. elegans). Q17339. purified GLD-1 + fluorescein TGE RNA, fluorescence polarization. inhibition, % at 5.96 µM. 0.44% of 320,000 active;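 active = percent inhibition above a per-plate cutoff, the plate mean of test compounds plus 3 SD, cut at about 30% in these data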;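 note: 0% = DMSO wells with GLD-1 and probe and 100% = wells lacking GLD-1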
Target sequence (Q17339 whole entry, looked up): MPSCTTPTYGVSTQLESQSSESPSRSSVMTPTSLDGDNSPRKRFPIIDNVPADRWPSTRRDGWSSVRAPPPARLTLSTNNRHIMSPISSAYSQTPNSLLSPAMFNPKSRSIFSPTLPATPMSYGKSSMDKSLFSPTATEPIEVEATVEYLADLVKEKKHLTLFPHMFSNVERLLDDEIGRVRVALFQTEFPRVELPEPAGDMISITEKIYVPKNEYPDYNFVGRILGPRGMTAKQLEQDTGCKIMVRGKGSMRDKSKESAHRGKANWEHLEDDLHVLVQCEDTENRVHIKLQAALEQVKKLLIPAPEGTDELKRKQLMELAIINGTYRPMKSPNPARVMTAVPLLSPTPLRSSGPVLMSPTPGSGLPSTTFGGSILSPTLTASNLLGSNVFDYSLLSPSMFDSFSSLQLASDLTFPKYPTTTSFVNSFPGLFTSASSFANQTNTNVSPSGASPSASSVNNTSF
An asterisk follows results filed as active; . = no result given. Not all compounds are listed, so the mix of outcomes need not match the whole.

SMILES	MCL1-BIM inh	GRK2 inh	PME-1 primary	MEX-5 binding	BCLXL inh	Fam108B counter	Efflux pump mplx	VLA-4 inh	GLD-1 TGE inh
NC(=O)c1ccc(NC(=O)COC(=O)/C=C/c2ccc3c(c2)OCO3)cc1	-2	0	-7	-1.3	-1	-1	0.1	-1	1
CCOc1ccccc1NC(=O)CN(C)S(=O)(=O)c1ccc2[nH]c(=O)oc2c1	1	0	-2	1.8	2	1	0.0	1	1
Cc1cc(C)cc(C(=O)OCC(=O)N2CCCC2)c1	3	0	-27	0.5	3	0	0.1	-1	3
N#C/C(=C/c1ccc(N2CCCCC2)o1)c1cccc(F)c1	-92	0	-3	1.2	-35	-3	0.4	-210	22
O=[N+]([O-])c1cc2c(cc1CN1CCN(c3ccccc3)CC1)OCO2	17	2	3	0.5	6	1	0.0	12	4
Cc1ccc(Cl)cc1NC(=O)CSc1nnc(C)n1-c1ccccc1	10	2	5	1.6	5	0	-0.1	8	8
CCOC(=O)c1c(-c2ccccc2)csc1NC(=O)CSc1nnnn1C	-6	1	0	-2.9	-6	0	0.0	-1	3
COc1ccc(/C=C2\SC(=O)N(CCNC(=O)C3CSC4(C)CCC(=O)N34)C2=O)cc1 (stereo unspecified)	-7	1	-2	1.8	-9	1	0.0	-1	-2
CS(=O)Cc1cc(Sc2ccccc2)nc(-c2ccncc2)n1 (stereo unspecified)	-1	3	0	0.8	6	3	0.2	3	8
Cc1c(Cl)cccc1NC(=S)N(Cc1cccs1)C1CCCC1	-2	5	0	-2.0	4	2	0.0	8	-7
CN(C)CCCN(C(=O)c1ccc(S(=O)(=O)N(C)C)cc1)c1nc2cc3c(cc2s1)OCO3	1	0	-1	0.7	-5	4	0.1	5	-5
CCCS(=O)(=O)N1CCCC(C(=O)NCCCN2CCCC2=O)C1 (stereo unspecified)	-8	0	-3	1.6	3	-1	0.0	15	2
Cc1ccc(OCCSc2nc3ccccc3n2CCC(=O)O)cc1	7	4	-1	1.0	3	3	0.0	2	6
O=C(CCCc1cccs1)N1CCN(S(=O)(=O)c2ccccc2Br)CC1	2	0	2	0.0	7	-3	0.0	7	-5
Cc1ccc(NC2=NCC(=O)N2C2CCCC2)cc1	8	2	4	1.5	2	2	-0.1	-16	-4
Nc1ccc(NC(=O)c2cccs2)c(Cl)c1	-1	0	-7	0.6	0	-2	-0.1	3	-2
COc1cccc(C2c3[nH]c4ccccc4c3CCN2C(=O)c2ccccc2F)c1OC (stereo unspecified)	-2	50*	-5	-2.3	-3	-5	0.4	-3	9
Cc1c(NC(=O)COC(=O)CCC(=O)c2ccc(Cl)cc2)c(=O)n(-c2ccccc2)n1C	-1	0	-3	-4.4	4	1	-0.1	-3	1
CCN1CCN(CCC(=O)Nc2ccc(F)c(F)c2)CC1	6	0	-4	1.1	9	-2	-0.1	2	7
O=C(CCCOc1ccccc1)Nc1ncccn1	0	0	-1	-0.8	2	3	-0.1	23	0
O=C(O)c1cccc([N+](=O)[O-])c1C(=O)Nc1cccc2ccccc12	16	38	1	2.9	8	-3	0.0	-6	15
Cc1ccc(NC(=O)CCCC2CCCCC2)c(O)c1	2	1	-1	0.3	5	-1	0.3	14	10
COc1ccc(Br)cc1C(C[N+](=O)[O-])c1c(N)n(C)c(=O)n(C)c1=O (stereo unspecified)	7	0	-5	0.4	6	0	-0.1	-2	1
O=C(CCS(=O)(=O)Cc1ccccc1)N1CCN(c2ccc([N+](=O)[O-])cc2)CC1	-1	2	3	0.5	-1	-1	-0.3	3	-6
CCOC(=O)/C(N=Nc1c(Br)cc(Br)cc1Br)=C(\C)O	3	0	1	1.3	-1	2	0.1	-6	5
CC1CCC2(CC1)NC(=O)N(CC(=O)N1CCN(S(=O)(=O)c3ccccc3)CC1)C2=O (stereo unspecified)	-8	0	2	1.3	-2	0	0.0	0	4
O=C(O)C1C2CCC(C2)C1C(=O)NCc1ccccn1 (stereo unspecified)	10	0	-3	-1.0	5	3	0.1	-1	-1
COc1cccc(CC(=O)OCC(=O)N2CCN(c3ccc(F)cc3)CC2)c1	0	6	4	-0.8	-1	3	0.2	12	-5
O=C(Nc1ccc(Br)cc1)N1CCc2ccccc2C1	0	0	-3	-1.9	2	-6	0.0	-5	5
COc1ccccc1CNC(=O)c1nn(C)c2c1CS(=O)(=O)c1ccccc1-2	2	0	-2	1.8	-2	0	0.0	23	1
O=c1[nH]cnc2scc(-c3ccsc3)c12	5	2	0	0.1	6	3	0.0	-2	5
Cc1occc1-c1nnc(SCC(=O)N(C)c2ccccc2)n1C	-3	1	2	1.1	0	-2	0.0	8	1
CC(C)CCOCc1nc2sc3c(c2c(=O)[nH]1)CCC(C)C3 (stereo unspecified)	10	3	4	3.4	4	-3	0.1	-3	2
CC1CCCC1/C(=N/O)c1ccccc1 (stereo unspecified)	-6	0	0	-3.0	-3	-1	0.2	7	11
O=C(/C=C/c1ccccc1)N1CCC(c2ccccc2)C1 (stereo unspecified)	7	5	1	2.1	6	-1	0.1	16	3
Cc1ccc(S(=O)(=O)N(CC(=O)NN=C2CCN(C)CC2)c2ccc(C(C)C)cc2)cc1	0	2	-2	-0.4	-1	-8	0.1	5	-3
Cc1ccc(S(=O)(=O)N(C)C)cc1NC(=O)COC(=O)/C=C/c1ccc2ccccc2n1	0	3	-6	4.3	0	-2	0.1	-6	0
COc1ccc(-c2csc(CCn3nc(C)cc3C)n2)cc1OC	4	0	2	-3.1	3	-1	0.0	-5	-1
CCNc1nc2c(c(=O)n(Cc3ccccc3)c(=O)n2C)n1Cc1ccccc1	7	3	0	0.3	6	4	0.1	4	-1
COc1ccccc1N(CC(=O)Nc1ccc(S(=O)(=O)N2CCCCC2)cc1)S(C)(=O)=O	-6	0	13	-0.1	-3	-1	0.0	-1	9
CN(C)S(=O)(=O)c1cccc(NC(=O)CCNC(=O)Nc2ccccc2)c1	.	1	.	.	.	.	-0.2	3	5
Cc1c(NC(=O)Nc2ccccc2Cl)c(=O)n(-c2ccccc2)n1C	4	2	-3	-0.4	8	1	0.1	-7	3
Cc1ccc(NC(=O)COC(=O)c2cc(Cl)ccc2[N+](=O)[O-])cc1	4	1	7	-1.5	5	3	-0.2	-3	3
Cc1ccc(OCC2Cn3c(nc4c3c(=O)n(C)c(=O)n4C)O2)cc1 (stereo unspecified)	1	4	-3	3.5	-1	1	0.0	11	-3
Cc1occc1-c1nnc(SCC(=O)c2c(N)n(Cc3ccccc3)c(=O)n(C)c2=O)n1C	-3	4	0	-3.4	1	-2	0.1	-6	4
CCOC(=O)N/N=C1\CCS(=O)(=O)c2ccc(Cl)cc21	-2	4	1	.	-3	-5	0.0	30	3
Cc1ccc(N2C(=O)C(CC(=O)Nc3cccc(F)c3)N(C3CC3)C2=O)cc1 (stereo unspecified)	10	3	4	0.4	8	1	0.0	7	5
Cc1ccc(S(=O)(=O)N(C)CC(=O)NNC(=O)CCC(=O)c2ccc(F)cc2)cc1	.	0	.	.	.	.	0.0	6	5
O=C(NC1CCSc2ccccc21)c1ccccc1Br (stereo unspecified)	5	1	3	-5.2	-4	-4	-0.1	16	-3
O=C(/C=C/c1ccc(F)cc1)Nc1ccc2[nH]c(=O)[nH]c2c1	11	12	8	.	10	3	0.2	1	0
O=C(O)CC1S/C(=N/N=C/c2ccc([N+](=O)[O-])cc2)N(c2ccc(O)cc2)C1=O (stereo unspecified)	-2	0	-1	0.7	0	2	0.0	-1	-4
CC1(C)CC(=O)C2=C(C1)OC(c1ccc(O)cc1)C(C#N)=C2N (stereo unspecified)	-1	2	1	-1.2	5	7	0.0	1	0
COc1ccc([C@@H]2[C@@H]3C(=O)N(C(C)(C)C)C(=O)[C@@H]3[C@]3(Cc4ccccc4)C(=O)N(c4ccc(C)cc4)C(=O)N23)cc1	6	0	0	3.1	6	1	0.1	-4	5
CNC(=O)c1snnc1-c1ccccc1	-4	1	-2	-0.5	-2	-5	-0.3	8	-2
O=c1cnnc(N/N=C/C2CC=CCC2)[nH]1 (stereo unspecified)	1	0	-1	-1.2	0	2	0.0	5	-4
O=C(Cn1c(=O)oc2ccccc21)N(Cc1ccccc1)C1CCS(=O)(=O)C1 (stereo unspecified)	-12	0	8	1.3	-10	-16	0.0	-5	4
COC(=O)c1ccccc1NC(=O)c1cccnc1	11	2	0	0.1	5	1	-0.1	10	-2
COc1ccnc(Oc2ccc(Cl)cc2)c1C#N	4	0	-5	1.8	0	-2	-0.2	-3	2
COc1cc(C(=O)NCc2nnc(SCC(=O)Nc3nccs3)o2)cc(OC)c1OC	1	1	-4	-1.6	1	3	0.2	7	1
Cc1ccc(S(=O)(=O)Oc2ccc(/C=C3\N=C(c4cccc(C)c4)OC3=O)cc2)cc1	1	4	-5	0.5	1	3	0.1	5	1

The list continues.
SMILES	MCL1-BIM inh	GRK2 inh	PME-1 primary	MEX-5 binding	BCLXL inh	Fam108B counter	Efflux pump mplx	VLA-4 inh	GLD-1 TGE inh
O=Cc1ccc(N2CCCC2)o1	4	0	1	0.1	11	2	-0.2	35	3
CCCCNC(=O)COC(=O)c1cc2c(C)nn(-c3ccccc3)c2s1	-21	0	0	1.3	-19	-3	-0.1	16	0
c1ccc(-c2ccc3c(c2)NC(C2Nc4cc(-c5ccccc5)ccc4O2)O3)cc1 (stereo unspecified)	4	0	-1	-0.3	6	0	-0.1	-20	1
Oc1ccc(O)c(/C(=N/Nc2ccccc2)c2ccccc2)c1	49*	0	3	-3.9	26	5	0.1	-14	1
Cn1c(=O)c2sccc2n2c(CCCC(=O)Nc3ccc(F)cc3F)nnc12	1	3	5	-1.4	1	2	0.0	-4	1
O=C(c1cc(-c2cccs2)on1)N1CCN(C(c2ccccc2)c2ccccc2)CC1	-2	0	-8	3.4	-1	-5	0.1	12	-4
Cc1nc(C)c(C(=O)N/N=C/c2cn(C)c3ccccc23)s1	6	0	1	0.5	-1	3	0.0	-7	3
COc1ccc(C2/C(=C(/O)c3ccccc3)C(=O)C(=O)N2CC(C)O)c(OC)c1 (stereo unspecified)	7	0	1	0.4	6	2	0.0	-9	-2
CCn1nc(C)cc1Nc1ccccc1	-4	1	0	1.3	1	-1	0.0	10	0
O=S(=O)(NCc1ccccc1)c1cccc2nsnc12	10	1	6	-0.2	6	4	-0.2	3	-1
CC(C)NC(=O)CN1CCC(c2ccccc2)C(O)C1 (stereo unspecified)	1	1	0	-0.3	-1	2	0.0	5	-2
Cc1ccc(CNC(=O)CN2C(=O)CSc3ccc(S(=O)(=O)N4CCCCC4)cc32)cc1	4	0	8	-0.9	1	-7	0.1	2	-1
COc1cc(CN/C(C)=C(\C#N)C(N)=O)cc(OC)c1OC	-2	0	-1	2.0	0	0	0.1	13	0
O=C(NNC(=O)c1ccccc1F)c1ccc(S(=O)(=O)N2CCCC2)cc1	.	0	.	.	.	.	-0.1	6	3
Cc1ccc(Cl)cc1N1CCN(C(=O)Cc2c(C(=O)O)[nH]c3ccccc23)CC1	1	1	-3	0.7	5	0	0.1	12	0
CCOc1ncc(S(=O)(=O)N2CCN(CC)CC2)cc1C(=O)O	-10	2	0	2.3	-5	0	0.1	-2	-2
CC(=O)Nc1ccc(NC(=O)COC(=O)CCc2nc3ccccc3s2)cc1	-5	0	-7	-1.2	-14	0	0.2	11	-1

Compound activity as filed in PubChem.
